# L3MBTL1 inh = blocks human L3MBTL1; AlphaScreen L3MBTL1–H3K9me1 peptide binding; Potency, µM (doses to about 57.1 µM), inactives show top-dose activity, negative = inhibition, most hits filed as inhibitors; actives 0.66% (n = 230,000); AID 485360; active = well fitted inhibition curve with a large enough effect; inconclusive = small, poorly fitted or top-dose-only effect; inactive = no such curve, though single readings can be large or run the other way; note: nearly all actives have a fitted effect of over 60% in size
# Target sequence (Q9Y468 whole entry, looked up): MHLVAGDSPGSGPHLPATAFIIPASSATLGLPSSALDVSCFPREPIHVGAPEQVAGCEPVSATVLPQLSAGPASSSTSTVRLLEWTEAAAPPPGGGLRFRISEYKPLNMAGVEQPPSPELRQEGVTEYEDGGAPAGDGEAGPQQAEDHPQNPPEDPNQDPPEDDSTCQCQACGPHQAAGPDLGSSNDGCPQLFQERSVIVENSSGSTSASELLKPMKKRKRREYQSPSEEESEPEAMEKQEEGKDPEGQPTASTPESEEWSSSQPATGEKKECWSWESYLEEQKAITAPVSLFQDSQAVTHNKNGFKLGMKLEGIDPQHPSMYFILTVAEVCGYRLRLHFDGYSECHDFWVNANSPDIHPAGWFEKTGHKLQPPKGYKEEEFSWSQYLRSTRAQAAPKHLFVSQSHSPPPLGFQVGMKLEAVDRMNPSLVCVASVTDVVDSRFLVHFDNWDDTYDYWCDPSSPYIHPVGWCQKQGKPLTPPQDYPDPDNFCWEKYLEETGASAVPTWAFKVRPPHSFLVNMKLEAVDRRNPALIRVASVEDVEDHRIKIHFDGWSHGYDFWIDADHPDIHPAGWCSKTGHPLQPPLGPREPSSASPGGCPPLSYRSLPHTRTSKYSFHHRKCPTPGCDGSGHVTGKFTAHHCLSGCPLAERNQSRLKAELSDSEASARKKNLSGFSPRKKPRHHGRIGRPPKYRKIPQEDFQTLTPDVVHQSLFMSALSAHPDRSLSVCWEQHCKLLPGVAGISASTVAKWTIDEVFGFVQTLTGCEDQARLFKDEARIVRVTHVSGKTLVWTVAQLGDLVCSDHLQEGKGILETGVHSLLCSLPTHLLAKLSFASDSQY
#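 L3MBTL1 (50 nM) pre-complexed 30 min with biotinylated H3(1-15)K9me1 peptide (75 nM), then compounds added for 30 min at room temperature; AlphaScreen streptavidin donor/nickel chelate acceptor beads (10 ug/mL final) read after 30 min dark incubation.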
# * marks the source's active call; other numbers are inactive results; u = inconclusive; [ ] = another dose, or the depositor's remark. % is set by controls: 0 for no effect and ±100 for the full control effect; potency is the fitted concentration of half-maximal effect. Some of the compounds tested; count on the stated rates, not on these rows.
SMILES,L3MBTL1 inh
O=S(=O)(NCC1CN(S(=O)(=O)c2c(F)cccc2F)C1)c1ccc2c(c1)OCCO2,0.1%
Cc1ccccc1CC(=O)Nc1cccc(S(=O)(=O)N2CCCC2)c1,31.8%[activator]
CC(C)(C)OC(=O)C[C@H]1C/C=C\C[C@H](CC(=O)N(CCO)Cc2ccccc2)C(=O)NCCOC1=O,-2.3%
O=C1C=C(c2ccc3[nH]ccc3c2)C[C@@H](c2ccc(Cl)cc2)C1,-0.1%
CC(=O)N[C@@H](CC(=O)N[C@H](CCC(=O)O)C(=O)O)C(=O)O,5.5%
Cc1cc(S(=O)(=O)N2CCOCC2)ccc1NC(=O)c1ccc(F)cc1,-2.4%[2.29 µM]
CCCCCOc1ccc(/C(C)=N/NC2=NCCN2)cc1,10.5%
CCOC(=O)C(N)CSC1CC(=O)N(CCc2ccccc2)C1=O (stereo not drawn),19.1%
CCN1C[C@@H]2[C@@H]3C(=O)N(Cc4ccccc4)C(=O)[C@@H]3[C@](CC)(C(=O)OC)N2C1=NC1CCCCC1,11.2%
O=C(CCNC(=O)c1ccccc1Cl)NN1C(=O)NC2(CCCCC2)C1=O,-1.6%
OCC[C@H]1C[C@H](O)[C@@H](O)[C@@]2(CCCc3ccccc3O2)O1,6.2%
Cc1ccc2nc(-c3cccc(-c4cccc(Cl)c4)c3)c(NCc3ccccc3)n2c1,-10.1%
O=C(Cc1ccccc1)Nc1ccc(NC(=O)c2ccccc2)c(Cl)c1,-4.9%
O=S(=O)(c1ccc(OC(F)(F)F)cc1)N1CCCC(N2CCOCC2)C1 (stereo not drawn),1.4%
CCCN=C1N(C)C[C@@H]2[C@@H]3C(=O)N(Cc4ccccc4)C(=O)[C@@H]3[C@](C)(C(=O)OC)N12,11.7%
O=[N+]([O-])c1cccc(CN2CCCCCC2)c1,-17.3%
CCCN(C(=O)COC(=O)c1cc(CC)c(C)s1)c1c(N)n(Cc2ccccc2)c(=O)[nH]c1=O,u
Cc1ccc(OCCNC(=O)CCNS(=O)(=O)c2ccc3ccccc3c2)cc1,4.9%
CC(C)=CCC/C(C)=C/CNC(=O)C[C@H]1C[C@H](C(=O)N2CCOCC2)[C@@]2(C)c3[nH]c4cc(-c5ccco5)ccc4c3CCN2C1=O,u
Clc1cccc(-c2ccc3ncnc(NCc4ccc5c(c4)OCO5)c3c2)c1,-9.3%
COc1ccc(COC(=O)C2=C(C)NC(=O)NC2c2ccccc2)cc1 (stereo not drawn),-1.4%
COc1ccc(NC(=O)CN(C)C(=O)c2ccc(NC3CC3)c([N+](=O)[O-])c2)cc1,-9.9%
O=C1NCCOC(=O)[C@@H](Cc2ccc(F)cc2)CC/C=C/C[C@H]1CC(=O)N(CCO)Cc1ccccc1,5.0%
O=C(c1cc2ccccc2o1)N(Cc1ccco1)Cc1cccs1,2.8%
O=C(c1cccc(O)c1)N1CCN(C(=O)C2CC2)CC1,-4.1%
SMILES,L3MBTL1 inh
Cc1csc(NC(=O)c2cccc([N+](=O)[O-])c2C(=O)O)n1,-1.2%[2.29 µM]
Cc1ccc(C)c(N2C(=O)C3C4C=CC(CC4)C3C2=O)c1 (stereo not drawn),-4.6%[2.29 µM]
COc1ccc(COC(=O)C2=C(C)NC(=O)NC2c2ccc(OC)c(OC)c2)cc1 (stereo not drawn),8.4%
COc1ccc(OC)c(C(=O)COC(=O)c2cccnc2SC)c1,14.2%
CCc1nc2ccccc2c(C(=O)OCC(=O)N(CC(C)C)c2c(N)n(Cc3ccccc3)c(=O)[nH]c2=O)c1C,-7.0%
CC(Oc1ccccc1Cl)C(=O)N(Cc1cccs1)C1CCS(=O)(=O)C1 (stereo not drawn),29.0%
Cc1nn(CC(=O)NCCC2=CCCCC2)c(C)c1[N+](=O)[O-],5.7%
Cc1ccc(S(=O)(=O)N2CCCC2CNC(=O)C(=O)NC2CCCC2)cc1 (stereo not drawn),0.8%
O=C(CCNC(=O)c1ccccc1Cl)Nc1cccc(S(=O)(=O)N2CCOCC2)c1,6.8%
COc1ccc(C(=O)COC(=O)COc2cccc3c2OC(C)(C)C3)c(OC)c1,5.5%
CCOc1ccc(C(=O)CCC(=O)NNC(=O)CCN2CCN(c3ccccc3)CC2)cc1,-9.3%
CN(CC(=O)Nc1ccc(F)c(F)c1F)C(=O)C1CCCC1,0.2%
O=C(NCc1ccccc1Cl)c1ccc(S(=O)(=O)NCc2ccco2)cc1,-1.5%
O=C(CN1C(=O)NC2(CCCC2)C1=O)OCc1cccc(Br)c1,-5.3%
CCNC(=O)Nc1cc(S(=O)(=O)Nc2ccc(OC)cc2)ccc1N1CCOCC1,-4.3%
COc1ccc(Cl)cc1-c1nc(SCC(=O)NC2CCS(=O)(=O)C2)n[nH]1 (stereo not drawn),4.4%
CCN1C(=O)[C@H]2[C@@H](c3ccc(-c4cccc(Cl)c4)cc3)N[C@@](CC(C)C)(C(=O)OC)[C@H]2C1=O,4.1%
CC1CCc2[nH]c3ccc(C(=O)N(C)CC(=O)Nc4ccccc4C(F)(F)F)cc3c2C1 (stereo not drawn),-9.1%
CCOc1cccc(C2CC(=O)Nc3cc(OC)c(OC)cc32)c1 (stereo not drawn),-2.2%
Cc1ccc(OCCCC(=O)N(C)CC(=O)Nc2ccccc2Br)cc1,11.4%
C[C@H](CO)N1C[C@H](C)[C@@H](CN(C)S(=O)(=O)c2ccccc2)Oc2c(NC(=O)C3CCCCC3)cccc2C1=O,7.2%
COc1ccc(N2CCN(C(=O)c3ccc(-c4nc5ccccc5s4)o3)CC2)cc1,3.5%
O=C(NCc1ccc2c(c1)OCO2)Nc1cccc(Cl)c1,-4.4%
O=C(CCNC(=O)c1ccccc1Cl)NCC(c1ccc(F)cc1)N1CCOCC1 (stereo not drawn),-6.6%
Cc1ccccc1-c1nnc(SCC(=O)NC2CCCC2)n1C,7.6%
SMILES,L3MBTL1 inh
O=C(O)c1cccc(-c2ccc(/C=N/n3cnnc3)o2)c1,-6.2%
Cc1ccc(NC(=O)Cn2cc(C(F)(F)F)cc(Cl)c2=O)cc1S(=O)(=O)N1CCCCC1,-0.1%
Cc1ccc(N=Nc2ccc3ccccc3c2O)cc1,u
C[C@@H]1CN([C@@H](C)CO)C(=O)c2cc(N(C)C)ccc2O[C@@H]1CN(C)Cc1ccncc1,-1.8%
CC(Sc1n[nH]c(-c2cccs2)n1)C(=O)Nc1ccccc1F (stereo not drawn),1.9%
NNC(=O)c1ccc(S(=O)(=O)N2CCc3ccccc32)cc1,-0.2%
O=C(CCC(=O)N1CCN(c2ccccc2F)CC1)N1CCN(c2ccc(F)cc2)CC1,1.4%
COc1cccc(-c2nc(C(=O)NCC3CCCO3)cc3c2[nH]c2ccccc23)c1 (stereo not drawn),0.3%
Cc1c(NC(=O)COc2cccc(F)c2)c(=O)n(-c2ccccc2)n1C,5.3%
CN(Cc1cccs1)C(=O)C1CCN(S(=O)(=O)c2ccccc2)CC1,2.3%
COc1cc(OC)cc(-c2c(-c3cccs3)c3cc(-c4cccc5[nH]ccc45)ccc3n2C)c1,-1.5%
COc1ccc(S(=O)(=O)N2CCCCCC2)cc1C(=O)OCC(=O)NC1CCS(=O)(=O)C1 (stereo not drawn),3.4%
Cc1cc(C)cc(NC(=O)C2CCCN(S(=O)(=O)c3ccc4[nH]c(=O)ccc4c3)C2)c1 (stereo not drawn),-0.2%
CC(C)CN(C(=O)COC(=O)c1ccc(Br)o1)c1c(N)n(Cc2ccccc2)c(=O)[nH]c1=O,2.4%
Cc1ccc([C@@H]2CC=C(C(=O)O)[C@H](c3ccc(Br)cc3)N2S(=O)(=O)c2ccc(C)cc2)cc1,-10.4%
CCC(=O)N(c1nnc(SCC(=O)c2ccc[nH]2)s1)C1CC1,-0.1%
CCCCN(C(=O)c1ccc(N2CCCC2=O)cc1)c1c(N)n(CCC)c(=O)[nH]c1=O,-3.0%
Cc1ccc(S(=O)(=O)Nc2c(C)n(C)n(-c3ccccc3)c2=O)c(C)c1,0.9%[2.29 µM]
CCOC(=O)c1ccc(NC(=O)c2cc(C)nc3ccccc23)cc1,-6.9%
C[C@H]1COC(=O)[C@H](Cc2ccc(F)cc2)CC/C=C/C[C@@H](CC(=O)N(CCO)Cc2ccccc2)C(=O)N1,1.8%
Cc1ccc(C(=O)N=c2sccn2C)cc1S(=O)(=O)N1CCOCC1,4.6%
CC(CNC(=O)COC(=O)c1ccco1)c1ccccc1 (stereo not drawn),-0.4%
Cc1ccc(C(=O)c2c3ccc(C(F)(F)F)cc3[n+]([O-])n2CCCN)cc1,1.8%
CCN(CC(=O)Nc1c(F)cccc1F)C(=O)CCc1nc2ccccc2c(=O)[nH]1,-13.3%
CC(C)C[C@@H](C(=O)NC1CCN(Cc2ccccc2)CC1)N1C(=O)N2CCc3c([nH]c4ccccc34)[C@@]2(C)C1=O,u

# Of the compounds above, twelve have an aryl methoxy group.
SMILES,L3MBTL1 inh
COc1ccc(COC(=O)C2=C(C)NC(=O)NC2c2ccccc2)cc1 (stereo not drawn),-1.4%
COc1ccc(NC(=O)CN(C)C(=O)c2ccc(NC3CC3)c([N+](=O)[O-])c2)cc1,-9.9%
COc1ccc(COC(=O)C2=C(C)NC(=O)NC2c2ccc(OC)c(OC)c2)cc1 (stereo not drawn),8.4%
COc1ccc(OC)c(C(=O)COC(=O)c2cccnc2SC)c1,14.2%
COc1ccc(C(=O)COC(=O)COc2cccc3c2OC(C)(C)C3)c(OC)c1,5.5%
CCNC(=O)Nc1cc(S(=O)(=O)Nc2ccc(OC)cc2)ccc1N1CCOCC1,-4.3%
COc1ccc(Cl)cc1-c1nc(SCC(=O)NC2CCS(=O)(=O)C2)n[nH]1 (stereo not drawn),4.4%
CCOc1cccc(C2CC(=O)Nc3cc(OC)c(OC)cc32)c1 (stereo not drawn),-2.2%
COc1ccc(N2CCN(C(=O)c3ccc(-c4nc5ccccc5s4)o3)CC2)cc1,3.5%
COc1cccc(-c2nc(C(=O)NCC3CCCO3)cc3c2[nH]c2ccccc23)c1 (stereo not drawn),0.3%
COc1cc(OC)cc(-c2c(-c3cccs3)c3cc(-c4cccc5[nH]ccc45)ccc3n2C)c1,-1.5%
COc1ccc(S(=O)(=O)N2CCCCCC2)cc1C(=O)OCC(=O)NC1CCS(=O)(=O)C1 (stereo not drawn),3.4%

# The listing continues.
SMILES,L3MBTL1 inh
CCOc1ccc2oc(C(=O)OCC(=O)N3CC(C)OC(C)C3)c(C)c2c1 (stereo not drawn),-0.1%
CCOC(=O)C1=C(COC(=O)c2cccc(N(C)C)c2)NC(=O)NC1C (stereo not drawn),-16.6%
COCc1cc(C)nc2sc(C(=O)Nc3ccc(OC)cc3)c(N)c12,12.6%
O=c1c2ccccc2ccc2ccc(P(=O)(O)O)cc12,-3.1%
COc1ccc(N2CC(NS(=O)(=O)c3cccnc3)CC2=O)cc1OC (stereo not drawn),23.3%
Cn1c(N)c(C(=O)COC(=O)CNC(=O)c2ccc(Cl)cc2Cl)c(=O)n(C)c1=O,-17.2%
CCCCC(=O)NC(c1ccc(C(C)C)cc1)c1ccc2cccnc2c1O (stereo not drawn),-0.4%
CC(OC(=O)/C=C/c1ccccc1)C(=O)NC1CCCCC1C (stereo not drawn),-0.7%
Cc1nn(CC(=O)NC2CC2)c(C)c1S(=O)(=O)NC(C)(C)C,-3.2%
Cc1ccc(C(=O)OCC(=O)N2CCC(c3ccccc3)=N2)cc1,0.9%
CN(C)c1ccc(Nc2ccc([N+](=O)[O-])cn2)cc1,-21.6%
CCCN1CCN(S(=O)(=O)c2ccc3c(c2)CCC(=O)N3)CC1,-4.8%
Cc1ccc(CN(C)C(=O)c2ccc(NS(=O)(=O)c3ccc4[nH]c(=O)[nH]c4c3)cc2)cc1,0.1%
Cc1cc2c(cc1S(=O)(=O)N(C)c1ccccc1)n(C)c(=O)n2C,-4.0%
CC(=O)c1ccccc1OCC(=O)Nc1cccc(S(=O)(=O)N2CCCC2)c1,3.7%
CC[C@]12c3[nH]c4cc(CCC(=O)N(C)C)ccc4c3CCN1C(=O)[C@@H](CC(=O)NCc1ccc(OC)c(OC)c1)C[C@@H]2C(=O)N1CCN(C(=O)C2CC2)CC1,6.6%
CCN(c1ccc(NC(=O)CSc2ccc3c(c2)OCCO3)cc1)C(C)C,u
CSc1c(CC(=O)NCCCO)n(Cc2ccccc2)c2ccccc12,-1.8%
Cc1ccc(C)c(NC(=O)CN(C)C(=O)c2ccccc2OCc2ccccc2Cl)c1,-5.2%
CCCNC(=O)C(=O)Nc1ccc2c(c1)N(S(=O)(=O)c1cccs1)CCC2,-1.7%
CCOc1ccc(NC(=O)COc2ccccc2C(=O)NCc2ccccc2)cc1,3.8%
CC1(C)CC(=O)C(C(O)c2cccc([N+](=O)[O-])c2)C(C)(C)N1 (stereo not drawn),2.9%
O=C1CC(Cc2ccc(Br)cc2)C(=O)N1c1ccccc1 (stereo not drawn),-1.1%
CCOc1ccc(S(=O)(=O)Nc2ccc(C(=O)NCC3(N4CCCCC4)CCCCC3)cc2)cc1,36.5%[activator]
COc1cccc(NC(=O)CN(C)C(=O)c2ccc3c(c2)S(=O)(=O)N=C2CCCCCN23)c1,-9.1%
SMILES,L3MBTL1 inh
Cc1cccc(N(CC(=O)N2CCCCCC2)S(C)(=O)=O)c1C,1.6%
Cc1ccc([C@H]2C(C(=O)O)=CC[C@@H](c3ccc(C)cc3)N2S(=O)(=O)c2ccccc2C)cc1,2.7%
Cc1ccccc1N1CCN(C2CCCN(C(=O)CCC(=O)N(C)C)C2)CC1 (stereo not drawn),23.6%
Cc1cccc(NC(=O)CNC(=O)c2ccc(-n3cncn3)c([N+](=O)[O-])c2)c1C,4.6%
CCCCC(CC)C(=O)Nc1cc(C(=O)NCc2ccc(C)cc2)ccc1N1CCC2(CC1)CC(c1cccc(Br)c1)=NO2 (stereo not drawn),0.0%
CCc1cc(C(=O)Nc2cc(S(=O)(=O)N(CC)CC)ccc2N2CCN(C)CC2)sc1C,2.4%
O=C(Cc1ccc(F)cc1)Nc1cccc(S(=O)(=O)N2CCCC2)c1,-6.7%
CN(C(=O)CCCN1C(=O)c2ccccc2C1=O)C1CCCCC1,2.4%
CSc1ccccc1NC(=O)COC(=O)CSc1ccc(C)cc1,41.8%[activator]

# Bioassay records from PubChem.
